# Wnt act: Wnt/beta-catenin pathway activators, primary screen, cell-based, plate reader, single point; activation, % at 9.35 µM; 1.2% of 300,000 active; AID 743398, 2014; Wnt/beta-catenin reporter cell assay, activator; in the data active = activation above about 30%, passing the limit was not always enough; inconclusive = no clear call, values can overlap the other calls;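 note: 0% = neutral control wells and 100% = positive control wells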
# MITF act: activators of MITF-driven TRPM1 promoter reporter, primary screen, cell-based, SK-MEL-5, luciferase, single point | 0.75% of 300,000 active | activation, % at 12.5 µM | SK-MEL-5 TRPM1-promoter luciferase, 24 h; % of positive control, neutral wells = 0;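 active = mean activation of at least 80% with every replicate also reaching 80%; inconclusive = mean reaches 80% but some replicate falls short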;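 note: 0% = neutral control wells and 100% = parthenolide positive control wells; values of inactives mirror those of a sister screen read the other way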
# SR-BI DiI inh: inhibitors of SR-BI mediated HDL lipid uptake, primary screen, ldlA[mSR-BI] cells, fluorescence, single point. Scavenger receptor class B member 1 (Mus musculus), Q61009. 0.96% of 320,000 active. ldlA[mSR-BI] CHO cells, DiI-HDL uptake fluorescence, 3 h. inhibition, % at 12.5 µM;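 active = mean replicate inhibition of at least 70% and a set share of replicates each scoring 70 or more; inconclusive = meets just one of the two criteria; inactive = fails both criteria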;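 note: 0% = median of neutral control wells and 100% = median of positive control wells; values of inactives mirror those of a sister screen read the other way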
# Target sequence (Q61009 whole entry, looked up): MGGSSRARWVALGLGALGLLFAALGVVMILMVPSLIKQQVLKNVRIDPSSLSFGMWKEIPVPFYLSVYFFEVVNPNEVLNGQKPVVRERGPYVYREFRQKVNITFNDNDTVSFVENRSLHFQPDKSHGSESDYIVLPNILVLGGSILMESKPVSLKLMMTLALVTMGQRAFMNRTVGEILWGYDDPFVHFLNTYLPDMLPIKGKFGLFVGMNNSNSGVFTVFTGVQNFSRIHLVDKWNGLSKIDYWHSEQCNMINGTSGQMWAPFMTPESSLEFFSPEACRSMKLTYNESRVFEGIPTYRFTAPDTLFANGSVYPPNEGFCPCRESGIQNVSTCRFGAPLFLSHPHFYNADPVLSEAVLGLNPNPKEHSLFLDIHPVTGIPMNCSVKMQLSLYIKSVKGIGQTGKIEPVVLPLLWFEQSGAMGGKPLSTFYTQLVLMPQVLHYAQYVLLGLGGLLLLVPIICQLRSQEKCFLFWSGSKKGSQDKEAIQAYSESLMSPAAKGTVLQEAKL
# PvdQ acylase: P. aeruginosa PvdQ acylase inhibitors, primary screen, biochemical, fluorescence, plate reader and imaging, single point. 0.063% of 340,000 active. inhibition, % at 10 µM. purified PvdQ acylase; in the data active = inhibition above about 30%, passing the limit was not always enough; inconclusive = no clear call, values can overlap the other calls;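 note: 0% = vehicle neutral wells and 100% = reference inhibitor wells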
# dFosB activator: activators of delta FosB homodimer, primary screen, biochemical, fluorescence polarization, TAMRA-CDK5 oligo, single point; Protein FosB (Mus musculus), P13346; AID 493131, 2011; purified delta FosB; percent of positive-control signal above neutral wells; activation, % at 25 µM; 0.99% of 340,000 active;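 active = mean activation above about 17%, with every replicate also reaching it, limit read from the data, passing the limit was not always enough; inconclusive = only one of the two conditions met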;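 note: fluorescence polarization rise as delta FosB binds a TAMRA Cdk5 AP-1 oligo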
# CDK5 inh: inhibitors of human CDK5/p35 kinase, primary screen, biochemical, single concentration; Cyclin-dependent kinase 5 (Homo sapiens) + Cyclin-dependent kinase 5 activator 1 (Homo …; inhibition, % at 10 µM; 0.01% of 330,000 active; Recombinant CDK5/p35, ADP-Glo luminescence, 60 min;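 active = highest replicate inhibition of at least 50% and at least 75% of replicates reaching 50%; inconclusive = only one of the two criteria met; inactive = both criteria failed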;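 note: plate controls were DMSO neutral control for no effect and GW8510 at 10 µM for full effect; many of its hits are not listed in these tables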
# HTR5A inv ag: HTR5A inverse agonists in luminescence cell assay, primary screen, counter-screen for OPRM1-OPRD1 heterodimer inverse agonist project, full-deck HTS | 5-hydroxytryptamine receptor 5A (Homo sapiens), P47898 | HTR5A cell line, inverse agonism | inhibition, % at 9.3 µM | 0.083% of 340,000 active | AID 504634, 2011; in the data active = inhibition mostly above about 23%, no sharp cut-off; inactive = mostly below about 18%;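 note: 0% = cells with DMSO and 100% = no-cell wells with DMSO; some compounds called inactive have numbers as strong as hits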
# Target sequence (P47898 whole entry, looked up): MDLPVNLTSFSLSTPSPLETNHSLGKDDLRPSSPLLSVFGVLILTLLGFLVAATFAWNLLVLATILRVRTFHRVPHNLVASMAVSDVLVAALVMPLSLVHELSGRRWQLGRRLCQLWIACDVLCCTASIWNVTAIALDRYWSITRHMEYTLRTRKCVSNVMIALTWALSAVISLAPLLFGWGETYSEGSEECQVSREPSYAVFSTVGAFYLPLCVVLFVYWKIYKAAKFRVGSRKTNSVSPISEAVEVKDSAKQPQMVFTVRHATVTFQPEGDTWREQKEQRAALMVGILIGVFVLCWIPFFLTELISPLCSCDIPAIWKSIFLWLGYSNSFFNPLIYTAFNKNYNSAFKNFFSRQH
# HTR5A ag ctr: HTR5A agonists in luminescence cell assay, primary screen, counter-screen for OPRM1-OPRD1 heterodimer agonist project, full-deck HTS; cell-based; 5-hydroxytryptamine receptor 5A (Homo sapiens), P47898; AID 504692, 2011; 0.61% of 340,000 active; activation, % at 9.3 µM; in the data active = activation mostly above about 9.5%, no sharp cut-off; inactive = mostly below about 7.6%;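 note: 0% = cells with vehicle only and 100% = reference agonist; strong numbers were not always called active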
# V-ATPase pHluor: regulators of yeast V-ATPase proton pumping, primary screen, pHLuorin cytosolic pH fluorescence | S. cerevisiae | response, % at 10 µM | 0.37% of 350,000 active | AID 504577, 2011; in the data active = response mostly above about 7.3%, no sharp cut-off; inactive = mostly below about 5.4%; note: actives read high; inactives centre near 0; some compounds called inactive have numbers as strong as hits; reference of the scale not given here
# NSD2 inh: NSD2 histone methyltransferase inhibitors, primary screen, biochemical, AlphaScreen, single concentration, set 2; NSD2 peptide methylation, 120 min; inhibition, % at 12.5 µM; 0.54% of 310,000 active; Histone-lysine N-methyltransferase NSD2 (Homo sapiens), O96028; in the data active = inhibition above about 50%
# Numbers without * were called inactive; ? = inconclusive; / = not tested or not shown.
1. O=C1CCC(C(=O)Nc2ccc([N+](=O)[O-])cc2)N1 (centres undefined)
2. Cc1ccc(NC(=O)CCNC(=O)c2ccco2)cc1
3. O=C(O)CCC(=O)Nc1ccc(C(=O)OCC(=O)c2ccc(Cl)cc2Cl)cc1
4. Cc1cc(C(=O)N/N=C/c2cc(Br)cc(Br)c2OC(=O)c2cccc(F)c2)n[nH]1
5. O=C(C1CC(c2ccc(F)cc2)=NO1)N1CCN(c2ccccc2)CC1 (centres undefined)
6. CCN1/C(=C/c2ccc3cc(C)ccc3[n+]2CC)Sc2cc(C)c(C)cc21
7. O=C(c1ccc(Cl)cc1)C1CCN(C(=O)c2ccccc2)CC1
8. CCOC(=O)c1cccc(-c2c(-c3ccccc3)ncc3cc(OC)c(OC)cc23)c1

Compound	1	2	3	4	5	6	7	8
Wnt act	6	/	0	-2	0	-9	-3	-1
MITF act	5	6	6	-46	/	-70	/	97*
SR-BI DiI inh	-25	20	-14	122*	51	62	1	28
PvdQ acylase	-11	17	11	-8	7	-1	-23	-6
dFosB activator	2	0	0	53*	-3	-67	2	-8
CDK5 inh	1.3	-1.5	3.2	1.1	0.2	3.1	0.6	-1.4
HTR5A inv ag	11	-2	-9	11	-2	-13	-17	2
HTR5A ag ctr	-4	1	3	-4	-1	5	5	5
V-ATPase pHluor	3	0	0	4	2	4	-4	0
NSD2 inh	1	-3	1	-3	/	161*	-1	/

# Some of these compounds in order of the V-ATPase pHluor value, smallest number first.
no. | Molecule | Wnt act | MITF act | SR-BI DiI inh | PvdQ acylase | dFosB activator | CDK5 inh | V-ATPase pHluor | NSD2 inh
8 | CCOC(=O)c1cccc(-c2c(-c3ccccc3)ncc3cc(OC)c(OC)cc23)c1 | -1 | 97* | 28 | -6 | -8 | -1.4 | 0 | /
1 | O=C1CCC(C(=O)Nc2ccc([N+](=O)[O-])cc2)N1 (centres undefined) | 6 | 5 | -25 | -11 | 2 | 1.3 | 3 | 1
6 | CCN1/C(=C/c2ccc3cc(C)ccc3[n+]2CC)Sc2cc(C)c(C)cc21 | -9 | -70 | 62 | -1 | -67 | 3.1 | 4 | 161*

# Continued:
9. O=C(Nc1cc(Cl)ccc1O)c1cc(-c2ccco2)on1
10. COc1cc(/C=C2\COC/C(=C\c3cc(OC)c(OC)c(OC)c3)C2=O)cc(OC)c1OC
11. CCn1cc(Br)c(C(=O)NC(C)c2ccccc2)n1 (centres undefined)
12. O=c1c2ccccc2ncn1Cc1ccc(Cl)c(Cl)c1
13. O=C(Nc1ccc2nsnc2c1)c1ccc2c(c1)OCO2
14. O=C(COc1ccc2ccc(=O)oc2c1)NC(Cc1ccc(Cl)cc1)C(=O)O (centres undefined)
15. COc1cccc(-c2nnc(NC(=O)c3cccc(F)c3)o2)c1
16. COc1ccc(OC)c(NC(=O)c2ccccc2NC(=O)c2ccco2)c1

Compound	9	10	11	12	13	14	15	16
Wnt act	30	-18	/	0	-1	-2	1	-1
MITF act	74	-90	-6	/	62	9	/	2
SR-BI DiI inh	16	83*	6	-9	27	-8	-13	58
PvdQ acylase	-10	1	-7	-8	-9	-17	-13	-9
dFosB activator	5	-3	7	-3	7	0	-13	7
CDK5 inh	0.8	-0.6	-1.6	-0.3	-3.1	-1.0	-3.9	0.4
HTR5A inv ag	-12	-8	-28	2	8	10	-26	-13
HTR5A ag ctr	4	0	-4	0	3	4	9	4
V-ATPase pHluor	8	10	2	1	-1	0	-3	3
NSD2 inh	2	3	-3	-1	/	/	/	-1

17. CCOC(=O)C1CCN(C(=O)Cc2ccccc2OC)CC1
18. COc1ccccc1C(CNC(=O)CNC(=O)c1ccccc1Cl)N1CCCC1 (centres undefined)
19. C=CCNc1nc(Nc2cc(Cl)ccc2OC)nc(OC)n1
20. Cc1ccccc1-n1cc(CNCc2c(C(=O)N(C)C)nc3ccc(Cl)cn23)cn1
21. O=C(Nc1ccc(Cl)cc1Cl)Nn1cnnc1
22. CC(C)CCNC(=O)c1cccnc1Sc1ccccc1
23. CCOC(=O)c1ccc(S(=O)(=O)N2CCN(C(=O)CSc3nc4ccccc4o3)CC2)cc1
24. CCCOc1ccc(C2NC(=S)NC(C)=C2C(=O)c2ccccc2)cc1OC (centres undefined)

Compound	17	18	19	20	21	22	23	24
Wnt act	-2	-1	0	-3	3	/	-3	-9
MITF act	2	3	15	1	5	7	-8	1
SR-BI DiI inh	-21	-12	22	/	1	-20	15	39
PvdQ acylase	14	-11	-10	-18	-14	5	-8	9
dFosB activator	0	6	-3	-8	-10	-3	-11	-12
CDK5 inh	1.4	-4.3	-0.4	-1.1	-0.4	-0.5	-1.2	1.6
HTR5A inv ag	8	3	-6	-5	-24	5	-2	-9
HTR5A ag ctr	0	-1	2	2	-1	6	8	3
V-ATPase pHluor	0	1	-1	1	-3	1	-2	1
NSD2 inh	-2	1	-1	1	6	-5	0	0

25. O=[N+]([O-])c1ccc(-c2cnc3ccccc3n2)cc1
26. COc1ccc(OC)c(-c2csc(NC(=O)CSc3ccc([N+](=O)[O-])cc3)n2)c1
27. CCS(=O)(=O)N1Cc2ccccc2CC1C(=O)N(C)Cc1ccc(OC)c(F)c1 (centres undefined)
28. COc1cnc(-c2ccccn2)nc1NC(C)C
29. COc1ccc(S(=O)(=O)N2CCOC23CCN(S(=O)(=O)c2ccc(F)cc2C)CC3)cc1
30. N#CC1=C(N)OC2=C(C(=O)CCC2)C1c1ccc2c(c1)OCO2 (centres undefined)
31. CCCCCCCCNC(=O)/C(C#N)=C/c1ccccc1[N+](=O)[O-]
32. O=C(CS(=O)(=O)c1cccc(Cl)c1)Nc1ccccc1Cl

Compound	25	26	27	28	29	30	31	32
Wnt act	4	29	-1	-6	-5	0	-1	-2
MITF act	/	-5	-7	-66	-12	/	-9	/
SR-BI DiI inh	0	41	-6	-19	2	17	21	-5
PvdQ acylase	-12	1	-11	-5	9	-14	6	-10
dFosB activator	-3	-6	-9	-1	-5	-6	-3	-2
CDK5 inh	-1.1	0.4	1.9	0.1	1.5	-1.4	0.3	3.7
HTR5A inv ag	-1	-14	-6	3	-6	-1	-18	-10
HTR5A ag ctr	0	5	-2	-1	2	0	9	4
V-ATPase pHluor	3	-2	15*	3	-5	-1	-2	-3
NSD2 inh	/	10	-3	3	-5	-2	1	0

33. CS(=O)(=O)N1CCN=C1SCc1ccc(Br)cc1
34. C=CC[C@]12CCc3ccccc3C1N(c1ccc(C(=O)OCC)cc1)C2=O (some centres undefined)
35. CC(Sc1ccccc1)C(=O)Nc1ccc(S(=O)(=O)N2CCOCC2)cc1 (centres undefined)
36. CC(NC(=O)CN1CCN(CC(=O)Nc2ccccc2Cl)CC1)c1ccc(Br)cc1 (centres undefined)
37. CCN(CC(=O)NCc1cccs1)C(=O)c1cccc(S(=O)(=O)Nc2ccc(C)cc2)c1
38. COc1ccccc1CNC(=O)c1nn(C)c2c1CS(=O)(=O)c1ccccc1-2
39. CC1CCCCC1n1c(-c2cccnc2)n[nH]c1=S (centres undefined)
40. CCOC(=O)C1(CC2CCCCO2)CCN(Cc2nccn2-c2ccc(OC)cc2)CC1 (centres undefined)

Compound	33	34	35	36	37	38	39	40
Wnt act	-1	-5	-5	-1	0	-3	-1	-15
MITF act	8	10	13	3	-4	11	13	3
SR-BI DiI inh	-10	3	7	12	-4	?	-23	-7
PvdQ acylase	-15	1	5	-20	-6	-13	12	-10
dFosB activator	-4	-3	0	-6	-8	-8	-8	-12
CDK5 inh	0.2	-1.4	-2.3	-1.3	-0.5	0.7	1.3	0.9
HTR5A inv ag	19	9	-21	-3	10	9	8	-4
HTR5A ag ctr	-3	2	-4	-3	5	-5	-3	2
V-ATPase pHluor	2	-2	1	2	-6	2	2	1
NSD2 inh	-6	/	1	-2	6	1	-1	1

41. Cc1cc(NC(=O)CSc2nncc(=O)n2N)no1
42. Cc1ccc(-c2ccccc2)n1-c1cccc(C(=O)O)c1
43. CCOc1ccc(C(C)=O)cc1COc1ccc(-c2nnco2)cc1
44. O=C(Cc1ncc(C(F)(F)F)cc1Cl)N1CCN(c2cccc(Cl)c2)CC1
45. Cc1ccc(F)cc1NCC(=O)Nc1ccc(Br)cc1
46. O=C(CNC(=O)c1ccco1)OCc1ccccc1Cl
47. N#Cc1ccc(Oc2ccc(S(=O)(=O)N3CCOCC3)cn2)cc1
48. Cc1cc(C)n(-c2n[nH]c(=O)c3ccccc23)n1

Compound	41	42	43	44	45	46	47	48
Wnt act	-2	0	-2	/	0	0	0	-3
MITF act	-15	29	-2	/	30	12	3	-4
SR-BI DiI inh	-2	-6	47	23	-29	-8	-14	-3
PvdQ acylase	-11	-10	2	-13	7	-4	-10	-9
dFosB activator	0	-2	-13	-11	-2	12	-2	4
CDK5 inh	0.7	0.2	1.6	-0.3	-3.5	0.7	1.3	-1.1
HTR5A inv ag	-11	-4	22	8	8	-19	14	7
HTR5A ag ctr	4	1	3	5	5	5	-5	-2
V-ATPase pHluor	-3	4	-2	7	0	-1	3	1
NSD2 inh	-5	/	6	-1	-1	-1	0	-2

49. CCOC(=O)CCN(c1ccccc1)S(=O)(=O)c1ccc(-c2ccc(=O)[nH]n2)s1
50. O=C(N/N=C/c1coc2ccccc2c1=O)c1cc(O)cc(O)c1
51. COc1ccc(OCCCC(=O)Nc2cc(S(=O)(=O)N3CCCCC3)ccc2C)cc1
52. Cc1ccc(CCNC(=O)CN(C)S(=O)(=O)c2ccc3c(c2)c(=O)n(C)c(=O)n3C)cc1
53. CN(Cc1nccn1C)C(=O)CCc1nnc(CCC2CCCCC2)o1
54. C=CCc1cccc(/C=N/NC(=O)C(=O)Nc2ccc(C)cc2)c1O
55. Cc1c(O)ccc2c(CN3CCN(Cc4ccccc4)CC3)cc(=O)oc12
56. O=C(OCC(=O)N1CCc2ccccc21)c1n[nH]c(=O)c2ccccc12
57. CCN(c1ccccc1)S(=O)(=O)c1cccc(C(=O)NCc2ccccc2CN2CCOCC2)c1

Compound	49	50	51	52	53	54	55	56	57
Wnt act	10	-2	0	1	3	-1	1	0	0
MITF act	-5	11	-8	/	5	15	6	1	4
SR-BI DiI inh	-10	-20	54	-3	5	49	-3	-1	45
PvdQ acylase	10	-14	5	-16	-3	3	-5	-6	-7
dFosB activator	-10	-15	-4	-1	1	2	0	38*	-4
CDK5 inh	-1.0	2.6	0.1	-0.5	-2.2	-1.0	-0.9	0.3	-8.7
HTR5A inv ag	-15	-15	-14	-23	-8	/	-4	-66	13
HTR5A ag ctr	4	5	5	8	-1	/	1	13*	-4
V-ATPase pHluor	-4	-1	-5	1	0	1	-1	-1	0
NSD2 inh	2	1	34	/	-2	3	2	1	1
